Screening data as filed in PubChem.
SKN-1 block = C. elegans SKN-1 inhibition. C. elegans VP596 Pgst-4::GFP/RFP ratio, acrylamide-induced, 24 h. inhibition, % at 21.8 µM. 360,000 compounds, 0.49% hits;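 active means interference check ratio from 0.5 to 1.5 plus GFP to RFP signal ratio inhibition reaching or exceeding a fixed threshold, cut at about 30% in these data, passing the limit was not always enough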; further: some compounds called inactive have numbers as strong as hits
FAS-TE inh = FAS thioesterase (human) inhibition | AID 602261 | inhibition, % at 15 µM | 360,000 compounds, 0.67% hits | recombinant FAS-TE, OMFH fluorogenic substrate, fluorescence endpoint;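 active means compounds whose normalised, plate-corrected inhibition of enzyme fluorescence in the single-dose primary screen is 50% or more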;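 further: 0% = DMSO with enzyme and 100% = substrate without enzyme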
E coli Lon inh = inhibitors of E. coli Lon protease | purified E. coli Lon protease, fluorescence polarization | 360,000 compounds, 0.42% hits | P0A9M0 | inhibition, % at 7.94 µM; in the data active means inhibition above about 13%, passing the limit was not always enough;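 further: 0% = enzyme with probe and DMSO and 100% = no enzyme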
NRP1-CendR mod = NRP-1/CendR interaction modulation; FAM-RPARPAR peptide binding to NRP-1, fluorescence polarization; inhibition, % at 25 µM; 360,000 compounds, 0.85% hits;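 active means inhibition or corrected inhibition above about 18%, plus a signal ratio from 0.5 to 1.5, limit read from the data, passing the limit was not always enough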; further: strong numbers were not always called active
Target sequence (O14786 whole entry, looked up): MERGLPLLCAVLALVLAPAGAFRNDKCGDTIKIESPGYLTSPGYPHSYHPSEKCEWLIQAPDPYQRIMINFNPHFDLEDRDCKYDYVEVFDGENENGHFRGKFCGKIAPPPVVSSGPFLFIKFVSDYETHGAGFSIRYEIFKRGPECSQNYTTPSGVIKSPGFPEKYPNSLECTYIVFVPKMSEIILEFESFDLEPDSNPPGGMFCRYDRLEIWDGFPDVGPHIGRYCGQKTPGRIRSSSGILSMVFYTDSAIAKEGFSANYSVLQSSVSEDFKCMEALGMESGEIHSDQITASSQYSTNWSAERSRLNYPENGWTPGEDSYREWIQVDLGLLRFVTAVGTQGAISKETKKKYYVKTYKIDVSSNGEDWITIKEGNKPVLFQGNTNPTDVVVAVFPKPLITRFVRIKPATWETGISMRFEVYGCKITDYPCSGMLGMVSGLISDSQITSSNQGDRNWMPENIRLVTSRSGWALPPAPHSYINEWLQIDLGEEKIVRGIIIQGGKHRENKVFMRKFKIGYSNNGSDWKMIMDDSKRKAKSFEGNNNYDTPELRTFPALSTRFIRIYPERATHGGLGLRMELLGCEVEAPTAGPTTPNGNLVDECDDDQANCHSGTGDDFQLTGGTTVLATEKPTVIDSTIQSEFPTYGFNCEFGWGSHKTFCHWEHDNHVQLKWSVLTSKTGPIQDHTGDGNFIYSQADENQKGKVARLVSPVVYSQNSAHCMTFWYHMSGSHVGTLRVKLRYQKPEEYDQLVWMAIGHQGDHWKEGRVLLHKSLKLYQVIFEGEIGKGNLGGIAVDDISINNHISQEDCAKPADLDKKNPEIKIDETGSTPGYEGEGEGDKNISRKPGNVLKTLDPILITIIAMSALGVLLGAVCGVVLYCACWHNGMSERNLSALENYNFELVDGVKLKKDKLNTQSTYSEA
MsrA act = activators of bovine methionine sulfoxide reductase A; purified bovine MsrA, absorbance read-out; activation, % at 10.6 µM; 360,000 compounds, 0.3% hits; in the data active means activation above about 7.5%;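 further: 0% = vehicle and 100% = reference activator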
PABP1 MLLE inh = inhibitors of microRNA-mediated deadenylation, human PABP1 MLLE binding. inhibition, % at 20 µM. AID 588489. 360,000 compounds, 0.36% hits. P11940. GST-MLLE / FITC-PAM2 fluorescence polarization; in the data active means inhibition above about 35%, passing the limit was not always enough;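 further: plate controls were DMSO wells with GST-MLLE for no effect and wells lacking GST-MLLE protein for full effect; some results filed as inactive read as strong as hits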
Rin1 Abl inh = human Rin1-Abl interaction inhibition; TR-FRET Rin1/Abl binding, biochemical; inhibition, % at 7.35 µM; 360,000 compounds, 0.4% hits; AID 588664; in the data active means inhibition above about 5%, passing the limit was not always enough
MT1-MMP act inh = MT1-MMP (human) activation inhibition; HT1080 RFP-PRO-GFP cells, GFP/RFP ratio fluorescence, overnight; percent of plate control window, DMSO zero; GFP/RFP ratio change, % at 20 µM; 360,000 compounds, 0.061% hits; AID 651647;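 active means GFP/RFP ratio change of at least 30% with cell ATP level not reduced by more than half and red fluorescence within 50% of control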; further: strong numbers were not always called active
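Assay system: HT1080 RFP-PRO-GFP cells | Dosing: 20 µM single dose, 1% DMSO | Incubation: Cells overnight before dosing, compound overnight, 37 °C, 5% CO2 | Evaluation: GFP/RFP fluorescence ratio | Control set: DMSO-only wells and HT1080 RFP-L50D-GFP cell wells as references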
Neddyl block = blocks human cullin neddylation. P61081+Q13564. TR-FRET cullin neddylation, biochemical. calls only at 25 µM. 360,000 compounds, 0.58% hits; in the data active means inhibition above about 36%
* marks the source's active call; other numbers are inactive results; i = inactive; · = no result given.

SMILES	SKN-1 block	FAS-TE inh	E coli Lon inh	NRP1-CendR mod	MsrA act	PABP1 MLLE inh	Rin1 Abl inh	MT1-MMP act inh	Neddyl block
CC(=O)N1CCc2cc(S(=O)(=O)Nc3cccc(C(F)(F)F)c3)ccc21	31	13	7	-5	-1	-9	-4	7	i
Cc1ccc(CN2CCN(Cc3c(C)nn(-c4ccc(F)cc4)c3C)CC2CCO)o1 (configuration not stated)	-7	-4	2	-10	0	-3	3	0	i
COc1ccccc1Oc1ccc(NC(=O)Cc2ccccc2)cc1	-8	17	11	7	-6	4	2	0	i
COC(=O)c1c(NC(=O)CN2CCN(c3ccccc3OC)CC2)c2cc(C)ccc2n1C	-19	2	-8	0	-6	-52	2	-1	i
Cc1ccc(NC(=S)NC(=O)C2CCCC2)cc1C	0	17	-2	10	0	25	1	-2	i
O=c1[nH]c(-c2ccccn2)cc2ccccc12	10	-14	1	-4	-1	1	-4	5	·
CC1(C)Cc2c(sc3c2C(=O)N(c2ccccc2)C2=NCCN23)CS1	28	-4	0	-5	1	10	-3	-2	i
Cc1ccc(S(=O)(=O)NCCC(=O)Nc2nccs2)cc1	-8	-10	-1	-6	-13	2	4	-3	i
NC(=S)N/N=C/c1ncc(C(F)(F)F)cc1Cl	11	1	17	18	-2	13	-4	5	i
Cc1noc(NS(=O)(=O)c2ccc(N/C=C\C(=O)c3cccc4ccccc34)cc2)c1C	-4	-4	-8	-18	-5	-8	2	10	i
CCOC(=O)Cn1c(C)cc(=O)c2cccc(C)c21	3	-5	0	1	-1	-3	2	-1	i
CC(C)=CCN1CCN(Cc2coc3ccc(C)cc3c2=O)CC1CCO (configuration not stated)	-10	-3	-5	-4	-3	7	-1	2	i
CCN(CC)C(=O)C(=O)Nc1cccc(Br)c1	-2	-7	-20	4	-6	0	6	1	i
Cc1ccc(S(=O)(=O)N(CCC(=O)NCc2ccccc2F)c2ccccc2)cc1	-9	12	-3	-3	-3	-3	1	-3	i
Cc1cnc(C)c(N2CCC(C(=O)NCc3ccco3)CC2)n1	4	1	1	10	-2	12	1	2	i

Exported with each value named: 2 of the compounds above
> CC1(C)Cc2c(sc3c2C(=O)N(c2ccccc2)C2=NCCN23)CS1
  SKN-1 block: 28 | FAS-TE inh: -4 | E coli Lon inh: 0 | NRP1-CendR mod: -5 | MsrA act: 1 | PABP1 MLLE inh: 10 | Rin1 Abl inh: -3 | MT1-MMP act inh: -2 | Neddyl block: i
> Cc1ccc(S(=O)(=O)NCCC(=O)Nc2nccs2)cc1
  SKN-1 block: -8 | FAS-TE inh: -10 | E coli Lon inh: -1 | NRP1-CendR mod: -6 | MsrA act: -13 | PABP1 MLLE inh: 2 | Rin1 Abl inh: 4 | MT1-MMP act inh: -3 | Neddyl block: i

The list goes on.
SMILES	SKN-1 block	FAS-TE inh	E coli Lon inh	NRP1-CendR mod	MsrA act	PABP1 MLLE inh	Rin1 Abl inh	MT1-MMP act inh	Neddyl block
O=C1c2ccccc2CC1(Cc1ccccc1)Cc1ccccc1	-17	23	-5	17	-4	-9	0	-11	i
O=C(COc1ccc(/C=N/NS(=O)(=O)c2ccccc2)cc1)Nc1cccc(Cl)c1	8	18	0	6	1	-23	3	1	i
NC(=O)c1ccc[n+](CC(=O)c2ccc(Br)cc2)c1	-3	-5	4	2	-2	5	0	1	i
CCC1Nc2ncnc(N3CCN(c4ccccn4)CC3)c2N(Cc2ccc(Cl)cc2)C1=O (configuration not stated)	11	3	-5	11	-7	13	4	-2	i
Cc1ccc(C)c(SCC(=O)N(C)C2CCS(=O)(=O)C2)c1 (configuration not stated)	-17	-6	5	3	-6	-6	1	-1	i
CCCC(=O)N1CCC1(C)C(=O)Nc1ccc(C)c(C)c1 (configuration not stated)	-4	-2	-15	-2	-2	1	-1	0	i
CCOc1ccccc1N(C)C(=O)c1cn(CC)c(=O)c2cc(OC)c(OC)cc12	9	1	13	7	-4	-4	4	-1	i
COc1cccc(C(C(=O)NCc2ccccc2)N(C(=O)c2csnn2)C2CC2)c1 (configuration not stated)	10	4	1	4	-3	20	1	-2	i
Cc1ccc(NC(=O)c2ccc(OCC3CCCO3)cc2)cc1 (configuration not stated)	7	-4	-2	8	-1	-59	-2	0	i
CCc1ccc(-c2csc3nc[nH]c(=O)c23)cc1	21	0	6	-20	-1	-10	-1	7	i
N#Cc1c(NC(=O)COC(=O)c2ccc(F)cc2)sc2c1CCC2	2	-2	-3	-1	-4	-10	5	3	i
COC(=O)c1ccccc1NC(=O)CSc1n[nH]c(CC(C)C)n1	17	-3	-2	4	-2	-15	3	4	i
CCOc1ccc(CCNC(=O)CN2C(=O)NC3(CCCCC3)C2=O)cc1OCC	9	-5	-2	-8	-4	-5	3	2	i
C=C1c2cc(C)ccc2NC(=O)N1c1ccccc1	1	-10	-6	9	-4	3	0	-1	i
O=C(/C=C/c1ccc(Cl)c(Cl)c1)NCCCn1ccnc1	-16	-2	-6	-4	-2	-17	-1	3	i
C[C@H](CO)N1C[C@H](C)[C@@H](CN(C)S(=O)(=O)c2ccc(Oc3ccccc3)nc2)OCc2cnnn2CCCC1=O	-2	-5	-4	-6	-3	1	2	-1	i
CCCNC(=O)C1(C)CCCN(Cc2cccc(Oc3ccccc3)c2)C1 (configuration not stated)	16	6	-4	5	-1	4	-1	-3	i
C#CCOCCOCCOCCNc1nc(N2CCOCC2)nc(N2CCN(C(=O)CCCCCCCCCCNC(=O)[C@H]([C@@H](C)CC)n3cc(CCCCN=C(N)N)nn3)CC2)n1	4	-1	-3	12	2	-14	4	-5	i
COc1cc(-c2cc3nc(NCCN(C)C)ccn3n2)cc(OC)c1OC	-4	-7	-1	-3	-3	1	2	9	i
Cc1ccc(NC(=O)c2cc(S(=O)(=O)Nc3ccc(C)cc3)cs2)cc1	5	22	2	-24	-2	-6	0	-1	i
CCc1nc2ccc(C(=O)NCCC(C)C)cn2c1N(CC)CCN(C)C	-4	-9	3	-10	-2	-11	1	-3	i
CCc1cc(=O)oc2c(C)c(OCC(=O)N3CCC[C@@H]3C(=O)O)ccc12	-23	-5	6	4	-8	-3	-1	4	·
C[C@H]1CN([C@@H](C)CO)C(=O)CCCn2nncc2CO[C@H]1CN(C)C(=O)C1CCCCC1	-15	-10	10	-5	-7	-2	1	1	i
O=C(c1ccc(Br)cc1)C1CCc2occc2C1=O (configuration not stated)	-5	3	-10	-8	-4	2	-1	5	i
O=C(Cc1ccccc1)Nc1ccccc1C(=O)N1CCCCCC1	11	-4	7	1	-4	-8	-6	3	i
COC(=O)/C(=C\Nc1ccc(OC)cc1)NC(=O)c1ccc(Cl)cc1Cl	0	0	3	11	-1	-10	4	1	i
Cc1nnc(SCc2cnc(-c3ccccc3)o2)[nH]c1=O	6	-1	-6	1	1	-4	0	1	i
COc1ccc(CNS(=O)(=O)c2ccc(-c3ccc(=O)[nH]n3)o2)cc1	17	-5	1	6	-3	3	-4	3	i
Cc1onc(-c2ccccc2Cl)c1C(=O)NC(=S)Nc1ccc(C(C)(C)C)cc1	-6	30	-1	-6	-5	28	1	-10	i
Cc1nc2ccccc2c(=O)n1NC(=O)c1ccco1	6	-5	-6	14	-2	10	0	6	i
O=C(CCCC1=NS(=O)(=O)c2ccccc2N1)N1CCN(c2ccc([N+](=O)[O-])cc2)CC1	-7	4	-10	-13	-3	9	-6	3	i
CC1(C)CC(=O)C(C(C2=C(O)CC(C)(C)CC2=O)c2ccco2)C(=O)C1 (configuration not stated)	-3	-5	-11	-46	1	9	4	-3	i
CC(C)(C)c1cc(NCc2ccccn2)n2ncc(-c3ccc(Cl)cc3)c2n1	5	37	6	2	0	14	-1	5	·
Cc1cccc(NC(=O)COC(=O)C2C3CC4OC(=O)C2C4C3)c1C (configuration not stated)	-6	-5	5	3	-6	7	3	3	i
CCOC(=O)C1(CCCc2ccccc2)CCN(C(=O)c2cnc(C)cn2)CC1	-1	-1	-7	-6	-6	-5	4	2	i
COc1ccc(NC(=S)N2CCN(C(=O)C3CCCO3)CC2)c(OC)c1 (configuration not stated)	-15	-9	3	-2	-8	-7	1	0	i
CC(OC(=O)CCOc1ccccc1)C(=O)NC1CC1 (configuration not stated)	6	-7	-4	-5	-1	-2	0	1	i
O=C(CSc1nc2cc(Cl)ccc2o1)Nc1ccc(N2CCOCC2)cc1	4	-4	4	0	-3	-77	1	0	i
Cc1c(NC(=O)c2cc(-c3ccc4c(c3)OCO4)on2)c(=O)n(-c2ccccc2)n1C	12	-8	-3	-15	0	4	-3	0	i
CC(C)(C)c1csc(NC(=O)Cc2ccc(S(=O)(=O)N3CCOCC3)s2)n1	-6	12	-1	-35	-1	11	-4	-13	i
Cc1ccc(S(=O)(=O)N(C)C)cc1NC(=O)C(C)OC(=O)C1CCCC1 (configuration not stated)	-10	-4	0	2	-2	-8	-4	0	i
O=C(C=C1CCN(c2ncc(C(F)(F)F)cc2Cl)CC1)NNC(=O)Nc1ccccc1	-3	2	-13	-10	-1	7	1	-2	i
COc1ccc(CNc2nc3nc(C)c(Cl)c(C)n3n2)cc1OC	-12	-6	6	-56	-9	-5	0	13	i
Cc1c(NC(=O)CSc2nnnn2-c2ccc(C(=O)O)cc2)c(=O)n(-c2ccccc2)n1C	-6	-5	-5	1	-14	-32	0	0	i
O=C(c1ccc(NS(=O)(=O)c2ccc(F)cc2)cc1)N1CCOCC1	8	-7	-3	0	-2	19	-2	4	i
O=C1c2ccccc2C(=O)c2c1ccc(O)c2O	11	9	39	83*	-2	124	4	1	i
C[C@@H]1CN([C@H](C)CO)C(=O)c2cc(NS(=O)(=O)c3cccs3)ccc2O[C@H]1CN(C)Cc1ccccc1	6	-3	-8	-7	-3	-12	-1	-1	i
O=C(COC(=O)/C=C/c1cccc(C(F)(F)F)c1)NC(=O)NCc1ccco1	-1	5	-2	-3	0	-5	5	0	i
COc1ccc(NC(=O)CN(C)C(=O)CSCC(=O)Nc2ccc(C)cc2)cc1	-3	-4	-6	0	0	8	1	-12	i
COc1ccc2cc(C#N)c(N3CCN(C(=O)c4ccccc4C)CC3)nc2c1	17	2	-5	-20	-3	-8	1	4	i
COc1ccc(-n2c(=O)[nH]c3cc(C(=O)NCCc4ccc(OC)c(OC)c4)ccc3c2=O)c(OC)c1	8	-5	5	7	-2	8	-1	1	i
COC(=O)Cc1ccc(NC(=S)NCCSc2ccc(C)cc2)cc1	1	14	5	29*	-12	-46	1	5	i
C=CCN1[C@@H](Cc2ccccc2)COCCS1(=O)=O	14	-6	4	2	-6	-12	1	-3	i
CCn1c(=O)c2ccccc2n2c(SCC(=O)NCc3cccs3)nnc12	-3	-9	-10	-5	-2	-27	0	4	i
NC(=O)NCC(=O)N1CCN(S(=O)(=O)c2ccc(Cl)s2)CC1	3	-5	-13	8	-5	-9	5	2	i
OCCC1CN(C2CCN(c3ccccc3)CC2)CCN1Cc1ccc(F)c(F)c1 (configuration not stated)	14	-1	-1	-5	-1	-5	-1	5	i
N#Cc1ccc(Cn2c(=O)c(C#N)c3n(c2=O)CCC3)cc1	5	31	-3	-6	0	-4	-1	1	i
COC(=O)c1c(NC(=O)COC(=O)C2CCC2)sc(C)c1C	-25	15	-8	-3	5	9	-2	6	i
O=C(O)C1CCCN(S(=O)(=O)c2ccccc2)C1 (configuration not stated)	5	-8	-1	-5	-8	3	5	0	i
CC1CCCC(NC(=O)NC(=O)COC(=O)c2ccc(O)cc2O)C1C (configuration not stated)	-15	33	2	1	-3	-4	2	-5	i
CSc1nc(Cc2ccccc2)nc2ccccc12	16	20	-4	-6	-3	-9	-11	-1	i
c1ccc(CCNCc2cccs2)nc1	-9	-6	-6	2	-6	4	-2	1	i
